# Anesthetic bind: binds horse apoferritin like a general anesthetic. P02791. apoferritin/1-aminoanthracene competitive binding, fluorescence. Potency, µM (highest dose often 77.5 µM), without a hit: at the highest dose activity change, negative = displacement, most hits filed as inhibitors. hit rate 0.074% among 350,000. AID 485281; further: potency means the concentration at half of the fitted maximal effect; on the % scale 0 is the no-effect control and ±100 the full control effect; nearly all actives have a fitted effect of over 20% in size
#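 In PBS, apoferritin at 10 uM is loaded with 1-AMA from a 50% saturated solution. After 10 min of compound exposure at ambient temperature, reduced 535 nm fluorescence indicates probe displacement.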
# LDHA inh: inhibitors of human lactate dehydrogenase A; activity change, % (values are at about 110 or 230 µM); P00338; AID 1347041; purified LDHA, NADH/diaphorase-resazurin fluorescence; stronger effect = lower value; hit rate 0.15% among 480,000; in the data active means activity change below about -30%; inconclusive means mostly about -25% to -30%;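 further: plate controls were DMSO wells for no effect and wells without enzyme for full effect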
#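 Human LDH5 at 2 nM final in Tris HCl pH 7.4 with 0.06 mM NADH and 0.2 mM pyruvate, reacted 5 minutes at room temperature. Remaining NADH coupled via diaphorase/resazurin; resorufin fluorescence read at 0 and 20 minutes, normalized to enzyme-free and DMSO wells.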
# Pol beta inh: blocks human DNA polymerase beta activity; P06746; Pol beta primer extension/strand displacement, fluorescence kinetic; Potency, µM (series often up to 114 µM), for the others: at the highest dose activity change, negative = inhibition, most hits filed as inhibitors; hit rate 1.3% among 340,000; further: potency means the concentration at half of the fitted maximal effect; on the % scale 0 is the no-effect control and ±100 the full control effect
#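 Reaction started by 50 nM substrate onto compound-treated Pol beta (10 nM, 15 min preincubation, room temperature); plates read at 0 min and 10 min. Normalized concentration-effect data fitted by four-parameter Hill equation.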
# APE1 inh: blocks human APE1 abasic DNA cleavage | P27695 | recombinant APE1, TAMRA/BHQ-2 abasic DNA cleavage fluorescence | Potency, µM (series often up to 65.8 µM), inactives show at the highest dose activity change, negative = inhibition, usual class: inhibitors | hit rate 0.35% among 350,000 | AID 2517;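 further: potency means the concentration at half of the fitted maximal effect; plate controls were vehicle for no effect and reference inhibitor for full effect; nearly all actives have a fitted effect of over 55% in size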
# Target sequence (P27695 whole entry, looked up): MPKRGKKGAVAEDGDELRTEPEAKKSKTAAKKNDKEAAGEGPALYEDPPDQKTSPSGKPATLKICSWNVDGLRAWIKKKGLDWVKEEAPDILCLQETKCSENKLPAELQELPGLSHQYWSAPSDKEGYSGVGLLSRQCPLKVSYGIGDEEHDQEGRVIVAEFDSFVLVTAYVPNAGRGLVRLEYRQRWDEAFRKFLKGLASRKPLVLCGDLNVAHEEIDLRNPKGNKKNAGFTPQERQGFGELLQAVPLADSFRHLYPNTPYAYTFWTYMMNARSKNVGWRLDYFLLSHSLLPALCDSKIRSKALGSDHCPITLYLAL
#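 APE1 at 0.75 nM final was preincubated with compound 15 min at room temperature, then 50 nM double-stranded THF abasic-site substrate (5'-TAMRA/3'-BHQ-2) was added. Fluorescence (ex 525/em 598 nm) was read kinetically; third-minus-first read gave activity.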
# Pol iota inh: inhibitors of human DNA polymerase iota. AID 588590. Pol iota fluorescent replication assay, 10 min. Q9UNA4. Potency, µM (highest dose often 115 µM), inactives show at the top dose activity, negative = inhibition, actives largely listed as inhibitors. hit rate 1% among 390,000; further: potency means the concentration at half of the fitted maximal effect
# Target sequence (Q9UNA4 whole entry, looked up): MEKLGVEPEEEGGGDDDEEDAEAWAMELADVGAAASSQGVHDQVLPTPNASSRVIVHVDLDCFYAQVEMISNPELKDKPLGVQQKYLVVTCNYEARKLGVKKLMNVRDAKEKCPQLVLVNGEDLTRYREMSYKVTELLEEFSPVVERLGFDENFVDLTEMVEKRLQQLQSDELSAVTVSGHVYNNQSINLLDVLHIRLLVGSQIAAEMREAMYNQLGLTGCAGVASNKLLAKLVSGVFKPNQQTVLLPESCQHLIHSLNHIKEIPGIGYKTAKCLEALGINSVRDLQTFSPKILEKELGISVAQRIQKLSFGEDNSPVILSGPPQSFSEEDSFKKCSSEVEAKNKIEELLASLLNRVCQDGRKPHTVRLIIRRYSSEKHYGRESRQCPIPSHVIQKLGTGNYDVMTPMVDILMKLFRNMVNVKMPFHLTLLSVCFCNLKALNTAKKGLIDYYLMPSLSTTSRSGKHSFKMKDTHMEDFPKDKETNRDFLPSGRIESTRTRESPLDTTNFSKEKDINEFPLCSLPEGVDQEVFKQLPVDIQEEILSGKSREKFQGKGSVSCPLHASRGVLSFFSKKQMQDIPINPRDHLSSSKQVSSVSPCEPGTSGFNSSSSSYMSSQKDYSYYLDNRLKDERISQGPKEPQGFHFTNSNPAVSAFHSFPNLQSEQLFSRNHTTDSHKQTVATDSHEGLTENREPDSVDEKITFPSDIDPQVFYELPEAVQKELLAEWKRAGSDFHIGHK
#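 Fluorescent replication assay read twice, at 0 min and 10 min after adding 50 nM (final) substrate. Enzyme (10 nM) and compounds were first incubated 15 min at room temperature; enzyme-free buffer wells were negative controls.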
# POLH inh: inhibitors of human DNA polymerase eta; recombinant Pol eta, fluorescent DNA replication assay; Potency, µM (doses to about 114 µM), without a hit: top-dose activity change, negative = inhibition, most hits filed as inhibitors; hit rate 1.2% among 390,000; AID 588591; further: potency means the concentration at half of the fitted maximal effect; on the % scale 0 is the no-effect control and ±100 the full control effect
#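 Fluorescent replication assay: 50 nM final substrate added after a 15 min room-temperature compound preincubation with 10 nM enzyme. Signal taken at 0 min and again at 10 min.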
# BLM helicase inh: blocks DNA unwinding by human BLM helicase | recombinant BLM DNA unwinding, fluorescence dequenching | Potency, µM (series often up to 56.1 µM), for the others: at the top dose activity change, negative = inhibition, hits mostly inhibitors | hit rate 0.2% among 350,000 | P54132;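 further: potency means the concentration at half of the fitted maximal effect; plate controls were vehicle for no effect and no enzyme for full effect; nearly all actives have a fitted effect of over 35% in size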
# POLK inh: blocks human DNA polymerase kappa activity. purified Pol kappa, fluorescent DNA synthesis assay, 10 min. Potency, µM (top dose mostly 107 µM), for the others: at the highest dose activity, negative = inhibition, hits mostly inhibitors. hit rate 0.53% among 400,000; further: potency means the concentration at half of the fitted maximal effect; on the % scale 0 is the no-effect control and ±100 the full control effect
#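 First, compounds were pin-transferred onto 10 nM Pol kappa. After 15 min at room temperature, substrate was added to 50 nM final. Fluorescence was then measured kinetically at 0 and 10 min.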
# Glioma ERSR ind: induces the endoplasmic reticulum stress response in human glioma cells | Potency, µM, for the others: top-dose activation, usual class: activators | AID 602332 | U87-MG GRP78 promoter luciferase reporter, 16 h | hit rate 0.02% among 420,000; further: potency means the concentration at half of the fitted maximal effect; series mostly up to about 76 µM; % of control where 0% means no effect; nearly all actives have a fitted effect of over 35% in size
#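 Stably transfected U87-MG human glioma cells carrying a GRP78-based luminescent sensor were seeded at 1000 cells/well, pin-dosed with compounds and incubated 16 h. Luciferase reagent was then added, and end-point luminescence was read after 10 min at room temperature.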
# * = called active by the depositor; ? = inconclusive; / = not tested or not shown; [ ] = another dose, or the depositor's remark. Unless noted, the call rests on the fitted dose curve; in most records, active means well fitted curve in the direction sought with a large enough effect; inconclusive means small, poorly fitted or top-dose-only effect, or another doubt; inactive means no such curve, though single readings can be large; an effect the other way counts as inactive or inconclusive.
canonical_smiles,Anesthetic bind,LDHA inh,Pol beta inh,APE1 inh,Pol iota inh,POLH inh,BLM helicase inh,POLK inh,Glioma ERSR ind
CCCOc1ccc2ccccc2c1/C=N/n1cnnc1,-12.9%,-3.4,-13.3%,0.8%,2.1%,2.2%,6.6%,-7.5%[60.1 µM],1.8%
COc1cccc(NC(=O)CC2SC(=Nc3ccccc3)NC2=O)c1 (stereo not given),?,-7.6,-6.1%,-3.4%,11.6%,-20.9%,-3.1%,-0.1%,-0.9%
Cc1cc(NC(=O)Cn2c(=O)n(Cc3ccccc3)c(=O)c3ccccc32)no1,-21.4%,-14.1,28.7%,1.7%,17.4%,-14.0%,-3.1%,-4.3%,-8.0%
CN(C)CCP(=O)(c1ccccc1)c1ccccc1,-2.2%,2.6,19.9%,-0.4%,-1.4%,-14.8%,-2.3%,-0.2%,-1.1%
Cc1ccccc1NC(=O)c1c(O)c2cccc3c2n(c1=O)CCC3,-10.7%,/,17.0%,3.4%,/,/,-0.8%,/,/
COc1ccc(Br)cc1CNC(=O)CCc1nc(-c2ccccc2F)no1,-7.5%,-3.6,19.5%,13.6%,13.5%,-16.7%,-4.4%,-2.7%,-4.9%
COc1ccc(/C=N/NC(=O)NC23CC4CC(CC(C4)C2)C3)c(OC)c1,-5.4%,-0.2,4.8%,-13.3%,11.6%,-14.3%,-9.5%,-3.1%,4.1%
CCCn1cc(S(=O)(=O)c2ccccc2)c(=O)c2cc(OC)c(OC)cc21,1.1%,-4.1,1.2%,30.6%,-9.8%,-12.4%,-8.1%,5.1%,-0.2%
Cc1cc(C)cc(-n2c(C)cc(/C=C3\C(=N)N4N=C(CC(C)C)SC4=NC3=O)c2C)c1,4.8%,0.6,38.8%,2.0%,16.8%,-11.3%,-12.9%,-12.8%,-3.9%
COc1ccc(-c2noc(=O)n2CC(=O)N2CCC(Cc3ccccc3)CC2)cc1,2.8%,-7.6,6.9%,0.2%,-8.1%,-15.1%,-7.7%,-7.0%,-1.0%
O=C(CCCCCN1C(=O)CCC1=O)Nc1ccc2c(c1)OCCO2,3.5%,-1.0,2.6%,14.1%,-2.6%,-22.5%,0.7%,-10.9%,-5.7%
COc1ccc(-c2nnc3sc(-c4cccs4)nn23)cc1OC,-13.5%,-5.2,5.9%,-0.7%,-9.1%,10.2%,-3.8%,4.8%,-0.7%
COC(=O)c1ccccc1NS(=O)(=O)c1ccc(F)cc1,5.2%,-0.9,18.1%,1.4%,2.8%,-13.2%,-4.0%,-11.7%,-3.4%
CCOc1ccc(-c2nonc2NC(=O)c2oc3ccc(CC)cc3c2C)cc1,25.8%,5.9,15.1%,/,-15.0%,-17.1%,-3.7%,-6.6%,-5.5%
S=C(NCc1cccnc1)Nc1ccc(Oc2ccc(Cl)cc2)cc1,-13.1%,-1.5,0.3%,-2.8%,96.2%[activator],-4.4%,-11.5%,-16.2%,-2.0%
O=C(CSc1ncc(-c2ccccc2)[nH]1)Nc1ccccc1F,-22.7%,-0.7,3.7%,22.5%,20.9%,-8.1%,-8.2%,-4.4%,4.7%
CN(C)CC/C=C1\c2ccccc2Sc2cc(F)c(Cl)cc21,/,-2.0,/,/,138.6%[activator],-22.8%,/,-0.3%,-4.6%
Cc1cnc(CNc2ncnc3ccc(-c4ccc(C(=O)N(C)C)cc4)cc23)cn1,/,/,/,1.4%,/,/,-12.8%,2.5%[60.1 µM],-2.7%
O=C(NC1CCCCC1)C(c1ccc2ncccc2c1)N(Cc1ccc2c(c1)OCO2)C(=O)c1cccs1 (stereo not given),-15.1%,-5.5,-1.6%,-2.6%,?,-1.6%,-9.4%,-8.9%,-5.0%
O=C(O)/C(=C/c1ccco1)c1ccccc1,-7.4%,/,3.1%,12.8%,/,/,0.8%,/,/
Cc1cc(NC(=O)CCS(=O)(=O)c2ccc(F)cc2)no1,/,-5.8,/,21.8%,2.7%,-18.7%,/,-14.8%,1.1%
CCCN(CCC)CCCNC(=S)Nc1ccc2nc(N3CCCC3)cc(C)c2c1,-8.1%,-2.6,8.3%,1.8%,-14.1%,-7.3%,1.0%,-23.8%,-2.2%
Cc1cc(/C=C(\C#N)C(=O)Nc2ccccc2)c(C)n1-c1ccc(C(=O)O)cc1,0.4%,-3.7,-13.3%,-0.1%,?,-11.7%,-0.3%,-19.5%,-0.9%
Cc1cc(C)c(S(=O)(=O)Nc2ccccc2C(=O)OCC(=O)NCc2ccccc2)c(C)c1,-4.2%,-12.8,-10.8%,?,72.0%[activator],-0.3%,-1.5%,-19.4%,-5.7%
CCC1S/C(=N/N=C/c2ccco2)N(Cc2ccc(F)cc2)C1=O (stereo not given),-7.6%,-6.7,-1.7%,0.9%,-4.1%,-0.2%,-14.7%,-10.8%,-1.1%

# Molecules shown so far with a thiophene ring, fused or not:
canonical_smiles,Anesthetic bind,LDHA inh,Pol beta inh,APE1 inh,Pol iota inh,POLH inh,BLM helicase inh,POLK inh,Glioma ERSR ind
COc1ccc(-c2nnc3sc(-c4cccs4)nn23)cc1OC,-13.5%,-5.2,5.9%,-0.7%,-9.1%,10.2%,-3.8%,4.8%,-0.7%
O=C(NC1CCCCC1)C(c1ccc2ncccc2c1)N(Cc1ccc2c(c1)OCO2)C(=O)c1cccs1 (stereo not given),-15.1%,-5.5,-1.6%,-2.6%,?,-1.6%,-9.4%,-8.9%,-5.0%

# (next part)
canonical_smiles,Anesthetic bind,LDHA inh,Pol beta inh,APE1 inh,Pol iota inh,POLH inh,BLM helicase inh,POLK inh,Glioma ERSR ind
O=C(Nc1cccc(NC(=O)N2CCN(c3ccccc3)CC2)c1)N1CCN(c2ccccc2)CC1,2.5%,-3.7,?,-7.2%,-2.9%,-4.6%,-7.9%,-5.8%,-5.8%
CCc1ccc(C(=O)CSc2ncn[nH]2)cc1,-6.8%,-7.1,-4.6%,1.0%,?,3.8%,-1.0%,-2.8%,5.8%
N#Cc1ccc(CN2CCN(C(=O)CN3C(=O)NC4(CCCC4)C3=O)CC2)cc1,/,-10.4,/,3.8%,28.8%,-15.0%,/,-12.0%,-4.6%
CC1(c2nnc(-c3cccc(Cl)c3)o2)CC(c2ccc(OC(F)(F)F)cc2)=NO1 (stereo not given),-17.6%,-4.8,29.4%,-8.7%,4.8%,-27.4%,-8.5%,-4.2%,-4.4%
O=[N+]([O-])c1ccc(/C=C/C2=NN(c3ccccc3)C(c3ccco3)C2)cc1 (stereo not given),-4.4%,0.7,-1.5%,17.1%,?,-18.5%,-14.8%,7.4%,-3.8%
CC1CCC(NC(=O)C2CCC(CNS(=O)(=O)c3cccc4cccnc34)CC2)CC1 (stereo not given),-20.9%,-1.6,13.5%,27.6%,55.9%[activator],-20.2%,-8.2%,-5.9%,2.5%
COc1ccc(NC(=O)c2ccccc2S(=O)c2ccccc2C#N)cc1 (stereo not given),-3.9%,-13.0,2.7%,-1.3%,-5.6%,-3.6%,-1.2%,-4.5%,-4.6%
COc1ccccc1-c1cnn2c(N3CCOCC3)cc(C)nc12,8.2%,-0.3,0.2%,5.3%,25.9%,-20.1%,-2.4%,1.0%,-0.3%
CC(C)N1C(=O)CCC1C(=O)NCc1ccccc1Cl (stereo not given),3.0%,-8.2,38.6%,16.7%,-45.8%,-15.3%,-0.3%,-16.3%,-1.6%
C/C(N)=C(/C#N)C(=O)COC(=O)c1cc2c(s1)CCCC2,?,-1.5,-2.0%,-8.9%,9.2%,-23.1%,-5.8%,1.4%,-3.1%
Cc1ccc(-c2csc(NC(=O)c3ccc(-c4ccccc4)cc3)n2)o1,4.9%,-16.8,-5.2%,-2.2%,?,-5.8%,-11.1%,1.0%,-0.8%
CC(NC(=O)COc1ccccc1)C(=O)NCc1ccccc1Cl (stereo not given),/,-12.8,/,15.6%,26.1%,-12.8%,/,-9.0%,-0.7%
Cc1ccc2c(CC(=O)N3CCN(c4ccccc4)CC3)coc2c1,-11.1%,-5.2,16.0%,5.8%,98.3%[activator],-13.1%,-14.5%,-24.7%,0.8%
CCOC(=O)C1=C(C)NC(=S)NC1/C=C/c1ccccc1 (stereo not given),-2.1%,-0.2,5.2%,8.2%,8.7%,-19.9%,5.4%,1.4%,-6.6%
O=C(CNC(=O)c1ccc(Br)o1)NNC(=O)c1ccc(Br)cc1,/,-2.0,/,6.9%,8.9%,-1.9%,/,13.2%,-2.3%
CCOC(=O)N1CCC(C(=O)Nc2ccc(OCC)cc2)CC1,-11.6%,-8.7,10.0%,-1.4%,3.5%,-17.7%,0.7%,3.2%,2.3%
c1ccc(-c2ccc3[nH]ccc3c2)cc1,/,-0.6,/,19.7%,-1.9%,-13.7%,/,-4.0%,8.0%
COc1cccc(CNC(=O)CCNS(=O)(=O)c2ccc(C)cc2)c1,/,1.5,/,37.5%,-0.9%,-10.6%,/,0.2%,-0.8%
CCOc1cc(CNn2cnnc2)cc(Br)c1OCC(=O)NC(C)(C)C,-3.5%,-2.8,1.5%,-4.3%,13.3%,-12.1%,-1.2%,-2.6%,-6.9%
O=Cc1ccc2noc(-c3ccc(Cl)cc3)c2c1,-2.8%,-7.6,?,-1.9%,27.9%,?,-4.4%,0.3%,2.6%
Cc1ccc(/C=N/NC(=O)c2ccco2)cc1,9.0%,1.4,7.8%,11.4%,-11.5%,-11.6%,-6.7%,0.5%,-10.1%
O=C(c1cn(-c2ccccc2)nc1-c1cccs1)N1CCN(c2ccccn2)CC1,-14.8%,-4.8,-1.5%,-7.7%,8.4%,-20.6%,-12.5%,-4.0%,3.8%

# Some entries already given, reduced to Anesthetic bind, Pol beta inh and Pol iota inh:
molecule | Anesthetic bind | Pol beta inh | Pol iota inh
O=C(CCCCCN1C(=O)CCC1=O)Nc1ccc2c(c1)OCCO2 | 3.5% | 2.6% | -2.6%
Cc1cc(NC(=O)CCS(=O)(=O)c2ccc(F)cc2)no1 | / | / | 2.7%

# Some of the compounds tested; count on the stated rates, not on these rows.
